Source: PubChem (National Center for Advancing Translational Sciences (NCATS))
aSyn yeast rescue – rescues yeast growth from alpha-synuclein toxicity | S. cerevisiae alpha-synuclein toxicity rescue, BacTiter-Glo growth, 24 h | Potency, µM (titrated, usually from 46.1 µM), for inactives: top-dose growth rescue (activation), hits mostly activators | hit rate 0.02% among 94,000 | AID 1347070; active = well fitted activation curve with a large enough effect; note: 0% is about no effect
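Growth restoration measured by BacTiter-Glo luminescence after 24 hr at 30 deg C; alpha-synuclein yeast, raffinose-pregrown to mid-log, were added at OD600=0.02 in galactose medium onto pinned compounds.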
The depositor's hits bear a star; & = joins results of further samples; [ ] = remark or other dose. Potency is the fitted concentration of half-maximal effect. An excerpt (hit frequency here may not be typical).

molecule	aSyn yeast rescue
Cc1cc(C)c(NC(=O)CN(c2ccccc2)S(=O)(=O)N(C)C)c(C)c1	3.4%
CCCCc1ccc(-n2nc3ccc(NC(=O)c4cc5ccccc5o4)cc3n2)cc1	-14.9%
O=C(Nc1ccc(F)c(Cl)c1)C1CCCN(c2cnccn2)C1 (stereo unspecified)	2.5%
CSCCC(NS(=O)(=O)c1ccc2c(c1)oc(=O)n2C)C(=O)NCc1ccc(Cl)cc1 (stereo unspecified)	-10.4%
O=C(CC(C(=O)O)P(=O)(c1ccccc1)c1ccccc1)c1ccc(Br)cc1 (stereo unspecified)	11.4%
CCCCn1c(NCc2cc(C)ccc2O)nc2ccccc21	-0.2%
C(=N\Nc1nc(-c2ccccc2)cs1)/c1ccncc1	-19.1%
CC1CCN(S(=O)(=O)c2ccc3c(c2)c(=O)c(C(=O)N2CCN(c4cccc(Cl)c4)CC2)cn3C)CC1	-7.8%
Cc1cccc(-c2nc3c4ccccc4nc(NCc4ccc(Cl)cc4)n3n2)c1	-0.5%
CCOC(=O)c1c(NC(=O)CS(=O)(=O)c2ccc(C)cc2)sc2c1CCC(C)C2 (stereo unspecified)	8.3%
Cc1ccc2oc3c(c(=O)c2c1)C(c1ccc(F)cc1)N(Cc1ccc2c(c1)OCO2)C3=O (stereo unspecified)	-9.0%
CC1CC(C)CN(C(=O)c2cccc(S(=O)(=O)N(C)c3ccccc3)c2)C1 (stereo unspecified)	1.3%
COc1ccccc1CNC(=O)C1CCN(c2nn3c(=O)cc(C)nc3s2)CC1	-3.5%
O=S(=O)(Nc1ccc(-c2ccc(N3CCCCCC3)nn2)cc1)c1cccc(C(F)(F)F)c1	-1.7%
CC(C)COc1cccc(C(=O)Nc2ccc(-c3nc4ncccc4o3)cc2)c1	-6.4%
O=C(NCc1nc(-c2ccc(C(F)(F)F)cc2)no1)c1cccs1	14.7%
CCOC(=O)c1ccccc1NC(=O)Cc1c(C(=O)O)c(C)cn1C	-2.9%
CCc1ccc(OCC2c3cc(OC)c(OC)cc3CCN2C(=O)c2ccc(S(=O)(=O)N3CCCC3)cc2)cc1 (stereo unspecified)	2.0%
O=C(COc1ccc([N+](=O)[O-])cc1)N(C1CCCCC1)C1CCS(=O)(=O)C1 (stereo unspecified)	0.6%
COCCCN(CCNC(=O)c1ccc(NC2=NC3CS(=O)(=O)CC3S2)cc1)Cc1ccco1 (stereo unspecified)	10.8%
O=C(N/N=C/c1ccccc1)c1[nH]ncc1Br	0.4%
O=C(Nc1cccnc1Cl)c1cc(-c2ccccc2O)on1	7.8%
O=C(CCS(=O)(=O)c1nc(-c2cccs2)cc(C(F)(F)F)n1)Nc1cc(Br)ccc1O	13.5%
COc1ccc(-c2cc(C(=O)NC(C)c3ccccc3)c3cc(C(C)C)ccc3n2)cc1 (stereo unspecified)	-1.2%
CCOCCCNC(=S)N1CCCN(c2nc3cc(C)cc(C)c3cc2C#N)CC1	-10.3%
Cc1c(CCNC(=O)c2ccc(Br)o2)sc2nc(-c3ccc(F)cc3)nn12	-4.5%
CCc1nc2ccccc2c(=O)n1NCCc1ccccc1	0.0%
CCOC(=O)c1cccc(NC(=O)NC(C)c2c(-n3cccc3)sc3c2CCN(C)C3)c1 (stereo unspecified)	-7.8%
CCOC(=O)c1ccc(NC(=O)Nc2c[nH]c(=O)[nH]c2=O)cc1	-5.8%
CC(C)Cc1nnc(NC(=O)C2CSC3(C)CCC(=O)N23)s1 (stereo unspecified)	-0.6%
Cc1ccccc1-c1nc(CN2CCC(C(=O)NCc3ccccc3Cl)CC2)c(C)o1	8.4%
Cc1ccc([N+](=O)[O-])c(C(=O)N/N=C/c2cccnc2)c1	6.1%
O=C(O)Cc1ccc(Nc2cnn(C34CC5CC(CC(CC(=O)O)(C5)C3)C4)c(=O)c2Cl)cc1	0.0%
COc1cc2ccccc2cc1C(=O)N/N=C/c1cccs1	-3.6%
CCOc1ccc(NC(=O)COc2ccc(S(=O)(=O)NC3CCCCC3)cc2)cc1	-1.5%
COc1cc2c(OC(C)=O)c3c(c(-c4ccc5c(c4)OCO5)c2cc1OC)C(=O)OC3	-0.4%
CCOc1ccc(CCNC(=O)c2cn(-c3ccc(OC)cc3)c(=O)c3ccccc23)cc1OCC	-10.4%
Cc1nc(CS(=O)(=O)c2ccc(Cl)cc2)sc1C(=O)O	7.4%
CC(C)C#Cc1ccc2c(c1)O[C@@H](CN(C)S(=O)(=O)c1cn(C)cn1)[C@@H](C)CN([C@H](C)CO)S2(=O)=O	4.9%
Cc1nnc(SC(C)C(=O)c2c[nH]c3ccccc23)n1C1CC1 (stereo unspecified)	-5.9%
CN(C)S(=O)(=O)c1cccc(NC(=O)Cc2ccsc2)c1	-14.8%
CCc1ccc(CNC(=O)c2ccc3c(Cl)c4c(nc3c2)CCCC4)cc1	-5.3%
Cc1cc(C)cc(N(C(C)C(=O)N2CCOCC2)S(C)(=O)=O)c1 (stereo unspecified)	-9.1%
O=C(N/N=C\c1ccccn1)C1c2ccccc2Oc2ccccc21	14.4%
Cc1ccccc1C(=O)NC1(C(F)(F)F)C(=O)Nc2c1c(=O)[nH]c(=O)n2CCc1ccccc1 (stereo unspecified)	-5.3%
CCc1nc2nc(C)c(NS(=O)(=O)c3cccs3)c(=O)n2[nH]1	-1.6%
Cc1ccc(N(C)C(=O)C2CCN(S(=O)(=O)c3ccc4c(c3)CCCN4C(=O)C3CCC3)CC2)cc1	3.1%
Cc1ccc(N2C(=O)c3n[nH]c(C)c3C2c2ccc(Cl)cc2)cc1 (stereo unspecified)	4.5%

In the list so far, six have an aryl methoxy group.
molecule	aSyn yeast rescue
COc1ccccc1CNC(=O)C1CCN(c2nn3c(=O)cc(C)nc3s2)CC1	-3.5%
CCc1ccc(OCC2c3cc(OC)c(OC)cc3CCN2C(=O)c2ccc(S(=O)(=O)N3CCCC3)cc2)cc1 (stereo unspecified)	2.0%
COc1ccc(-c2cc(C(=O)NC(C)c3ccccc3)c3cc(C(C)C)ccc3n2)cc1 (stereo unspecified)	-1.2%
COc1cc2ccccc2cc1C(=O)N/N=C/c1cccs1	-3.6%
COc1cc2c(OC(C)=O)c3c(c(-c4ccc5c(c4)OCO5)c2cc1OC)C(=O)OC3	-0.4%
CCOc1ccc(CCNC(=O)c2cn(-c3ccc(OC)cc3)c(=O)c3ccccc23)cc1OCC	-10.4%

(next part)
Structure	aSyn yeast rescue
COc1ccccc1/C=C(/C#N)C(=O)O	-1.7%
O=C(Cn1nc(Cc2ccncc2)c2ccccc2c1=O)N1CCc2ccccc2C1	-53.6%[inhibitor]
O=C(CSc1nnc(-c2ccc(F)cc2)c2ccccc12)Nc1ccccc1Cl	3.6%
COc1ccc(NC(=O)Nc2ccccc2OCc2cc(=O)n3ccccc3n2)c(OC)c1	0.0%
CCOc1ccccc1CNC(=O)c1ccc2c(c1)sc1nc(-c3cccc(OC)c3)cn12	7.4%
Cc1ccc(-n2ncc3c(NC4CCCCC4)ncnc32)cc1	1.5%
COc1ccccc1N(C)S(=O)(=O)c1ccc(Cl)c(C(=O)NC2=NCCS2)c1	-1.6%
CC(=O)c1ccc(NC(=O)CSc2c(C(C)C)cnc3c2c(=O)n(C)c(=O)n3C)cc1	2.0%
Cc1ccc2c(=O)cc(C(=O)Nc3sc4c(c3C(=O)NCC3CCCO3)CCCC4)oc2c1 (stereo unspecified)	-2.6%
COc1ccc(/C=C(\NC(=O)c2cccs2)C(=O)Nc2cccc3ccccc23)cc1OC	-5.2%
O=c1[nH]c(SCc2c(F)cccc2Cl)nc2c1CCC2	-5.9%
CCS(=O)(=O)N1CC(=O)N(c2cc(C)ccc2C)C(C)(C(=O)NC2CCCCC2)C1 (stereo unspecified)	-1.2%
O=C1C2C(C(=O)N1c1ccccc1)N1CCCN1C2c1ccccc1 (stereo unspecified)	7.2%
COc1ccc(OC)c(C2CC(=O)Nc3c2c(=O)[nH]c2ncnn32)c1 (stereo unspecified)	4.9%&8.9%
COc1cccc(CNC(=O)C2CCN(S(=O)(=O)c3ccc(Br)s3)CC2)c1	0.5%
O=C(NCc1ccc2c(c1)OCO2)c1ccccc1Cl	6.0%
Cc1cn(CCOc2ccc(Cl)cc2)c(=O)[nH]c1=O	1.2%
CCc1ccc(CN2C(=O)c3ccccc3C2C(=O)NCC2CCCO2)cc1 (stereo unspecified)	-0.5%
Cc1ccc2c(c1)N(C(=O)CCC(=O)NCc1ccccc1Cl)CC(C)O2 (stereo unspecified)	-3.2%
COc1ccc([C@H]2C[C@H](O)[C@@H](n3cc(C4CC4)nn3)CN2C(=O)C2CCCCC2)cc1	1.9%
Cc1ccc(C(=O)NNC(=O)/C=C\C(=O)O)cc1	0.5%
CCc1ccc(S(=O)(=O)NCc2cn3c(C)csc3n2)s1	-6.9%
CCN1CCN(CCCNC(=O)CNC(=O)c2nn(-c3ccc(OC)cc3)c(=O)c3ccccc23)CC1	-1.5%
O=C(Cc1ccc(Cl)cc1)Nc1ccc2oc(-c3ccccc3)nc2c1	7.5%
Cn1c(CCC(=O)Nc2ccc(F)cc2)nc2cc(S(=O)(=O)N3CCOCC3)ccc21	5.7%
O=C(COC(=O)CNC(=O)c1ccc(Cl)cc1)Nc1ncc(C(F)(F)F)cc1Cl	-21.0%
Fc1ccc(CN2CCc3nc(N4CCN(c5ccccc5F)CC4)ncc3C2)c(F)c1	-2.5%
Cc1ccc2oc3c(c(=O)c2c1)C(c1cccc(O)c1)N(CCCN1CCOCC1)C3=O (stereo unspecified)	-11.4%
CC(=O)Nc1ccc(NC(=O)C2CCN(c3c(NC(C)=O)c(C)nn3-c3ccccc3)CC2)cc1	1.7%
COc1ccccc1NC(=O)COc1cccc2c1CCNC2=O	14.1%

Continued (four carried over from the part before).
Structure	aSyn yeast rescue
Fc1ccc(CN2CCc3nc(N4CCN(c5ccccc5F)CC4)ncc3C2)c(F)c1	-2.5%
Cc1ccc2oc3c(c(=O)c2c1)C(c1cccc(O)c1)N(CCCN1CCOCC1)C3=O (stereo unspecified)	-11.4%
CC(=O)Nc1ccc(NC(=O)C2CCN(c3c(NC(C)=O)c(C)nn3-c3ccccc3)CC2)cc1	1.7%
COc1ccccc1NC(=O)COc1cccc2c1CCNC2=O	14.1%
Cc1cccc(S(=O)(=O)N(C)C[C@@H]2OCc3cnnn3CCCC(=O)N([C@H](C)CO)C[C@H]2C)c1	3.3%
CCc1ccccc1NC(=O)N1CCCn2nc(C)cc21	1.1%
CCN(CC)S(=O)(=O)c1ccc(/C=C/C(=O)Nc2ccc(N3CCOCC3)cc2)cc1	-3.7%
COc1ccc2c(c1)C1NC(=S)NC(C)(O2)C1C(=O)Nc1ccc(C)cc1C (stereo unspecified)	-4.4%
CCc1ccccc1NC(=O)Cn1c(=O)n(-c2ccccc2)c(=O)c2oc3ccccc3c21	-11.4%
COc1ccc(NC(=O)CN(C)C(=O)CSCc2ccc(C)cc2)cc1	6.3%
Cc1ccc(S(=O)(=O)NCc2ccccc2)cc1C(=O)NC(C)c1ccc(S(N)(=O)=O)cc1 (stereo unspecified)	-0.2%
O=C(C1CCCN(S(=O)(=O)c2cccc3nsnc23)C1)N1CCN(c2ccccc2)CC1 (stereo unspecified)	8.0%
CCc1ccc([C@@H]2C[C@H]3[C@@H](CN2S(=O)(=O)c2ccc(C)cc2)C(=O)C[C@@H](c2ccccc2)N3S(=O)(=O)c2ccc(C)cc2)cc1	-1.3%
CCCc1ccc(OC(C)c2nc(-c3ccc(-n4cccc4)cc3)no2)cc1 (stereo unspecified)	-6.2%
COC(=O)c1ccc(NC(=O)CCc2c(C)nc3c(-c4ccccc4)c(C)nn3c2C)cc1	4.5%
O=C(NCCCN1CCCC1=O)c1ccc(NS(=O)(=O)c2cccc([N+](=O)[O-])c2)cc1	2.2%
O=C(COCc1cc(-c2cccs2)on1)NCc1ccc(F)cc1	-4.5%
Cc1ccc(C)c(S(=O)(=O)c2nnn3c2nc(NCc2cccs2)c2sccc23)c1	-4.4%
CCOc1cccc(C=Nc2cc(C)cc(C)c2O)c1O	2.3%
Cc1onc(-c2ccccc2Cl)c1C(=O)Nc1nnc(-c2ccc(Br)cc2)s1	-5.1%
COc1ccc(Cn2c(O)c(/C=N/NC(=O)c3cccnc3)c3ccccc3c2=O)cc1	-11.1%
O=S(=O)(c1ccc2[nH]c3c(c2c1)CCCC3)N1CCN(c2cccc(C(F)(F)F)c2)CC1	6.3%
COc1ccc(OC)c(NC(=O)COC(=O)Cc2ccc(Br)cc2)c1	-13.9%
Cc1ccc(NC(=O)Nc2nnc(SCC(=O)N3CCC(C)CC3)s2)cc1	3.3%
COc1cccc(C(=O)NC2=NC(c3ccc(N(C)C)cc3)CC(=O)N2)c1 (stereo unspecified)	0.0%
CC(=O)NC(=S)NNC(=O)COc1ccc([N+](=O)[O-])cc1	-3.9%
COc1ccc(Cl)cc1NC(=O)c1cnc2sc(N3CCOCC3)nn2c1=O	10.6%
Cc1cc(C)c(NC(=O)CNC(=O)c2ccc(-n3cncn3)c([N+](=O)[O-])c2)c(C)c1	-48.7%[inhibitor]
CC1=C(C(=O)N2CCOCC2)CC(CC(=O)NCC2CCCCC2)C(=O)N1Cc1ccc(F)cc1 (stereo unspecified)	2.7%
CCOCCCNC(=O)c1c[nH]c2ccc(S(=O)(=O)Nc3cccc(Cl)c3C)cc2c1=O	5.4%
COc1ccc(OC)c(NC(=O)Nc2c(C)n(C)n(-c3ccccc3)c2=O)c1	-3.2%
COc1ccc(NC(=O)CSc2nc(-c3ccco3)cc(C(F)(F)F)n2)c(OC)c1	1.8%
O=C(Nc1csnn1)c1csnn1	3.4%
CCN1C(=O)[C@H]2[C@@H](c3ccc(OC)cc3)N[C@]3(CCCN(Cc4ccc(Cl)cc4)C3=O)[C@H]2C1=O	-11.3%
CCOc1ccccc1C(=O)N1CC(=O)Nc2ccc(Cl)cc2C1c1ccccc1 (stereo unspecified)	2.2%
Cc1ccc(S(=O)(=O)N2CCOCC2)cc1NC(=O)CNC1CCCC1	3.8%
